# Assay outcomes from PubChem BioAssay.
# KCC2 mod = modulators of human KCC2 chloride dependent transport | KCC2 cells, thallium flux FluoZin-2 fluorescence | B-score of Tl+ flux slope (higher = more flux/activation; lower = inhibition) at 10 µM | 190,000 tested, 2.2% active | AID 1456;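 active = thallium flux slope and its plate-corrected score both differing from the plate sample mean at a set confidence after two filtering rounds, in either direction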;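 note: slope of fluorescence scaled to starting intensity during 10 to 20 s after thallium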
# eIF4E 4G PPI = blocks eIF4E binding to eIF4G; P63073+Q04637; TR-FRET eIF4E-eIF4GI(517-606) binding, 2 h; inhibition, % at 21.7 µM; 220,000 tested, 0.37% active;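 note: 0% = full FRET control wells and 100% = background wells lacking eIF4GI fragment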
# thrombin 1536 = blocks human thrombin protease activity | P00734 | alpha-thrombin, Boc-VPR-AMC fluorogenic substrate cleavage | inhibition, % at 5 µM | 220,000 tested, 0.26% active;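 active = inhibition at or above 40%; inactive = inhibition below 40%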;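 note: 0% = enzyme with no compound and 100% = wells without enzyme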
#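 Material: human alpha-thrombin protein. Incubation: reaction at ambient temperature. Technique: fluorescence of released AMC, ex 355 nm, em 460 nm. Control set: no-compound enzyme wells and no-enzyme blanks. Also added: Boc-VPR-AMC substrate, 15 µM final. Buffer or medium: pH 7.5 Tris (50 mM) with NaCl 150 mM, Tween 20 0.05%.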
# 14-3-3 Bad PPI = disrupts binding of bovine 14-3-3 zeta to phospho-Bad peptide; inhibition, % at 21.7 µM; P63103; TR-FRET 14-3-3zeta/Dy647-pBad peptide displacement, 1 h; 220,000 tested, 0.71% active; AID 781;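 active = inhibition above about 70%, limit read from the data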;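 note: 0% = full 14-3-3 plus peptide FRET controls and 100% = background without 14-3-3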
# Target sequence (P63103 whole entry, looked up): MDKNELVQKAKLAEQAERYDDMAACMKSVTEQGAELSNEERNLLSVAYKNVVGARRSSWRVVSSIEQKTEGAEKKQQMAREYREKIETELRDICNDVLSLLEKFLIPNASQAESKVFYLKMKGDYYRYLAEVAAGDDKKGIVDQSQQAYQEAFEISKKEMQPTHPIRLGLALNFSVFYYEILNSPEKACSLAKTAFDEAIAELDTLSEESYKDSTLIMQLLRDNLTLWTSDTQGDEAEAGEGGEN
# KLK5 inh = blocks human kallikrein 5 protease activity | 210,000 tested, 0.59% active | inhibition, % at 5 µM | recombinant hK5, fluorogenic AMC substrate cleavage | Q9Y337;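 active = inhibition of 40% or more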;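 note: 0% = enzyme controls without compound and 100% = no-enzyme blanks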
# p47phox inh = blocks human p47phox regulatory protein of NADPH oxidases. AID 1274. inhibition, % at 24.7 µM. p47phox/p22phox peptide binding, fluorescence polarization, 2 h. 220,000 tested, 0.53% active. P14598;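 note: 0% = p47phox with labelled peptide and 100% = labelled peptide alone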
# EBV gp42 block = EBV gp42 inhibition | inhibition, % (tested at 21.74 µM) | Fluorescence polarization binding assay, mP read-out | 220,000 tested, 0.42% active | Q1HVG2; in the data active = inhibition above about 50%
# Target sequence (Q1HVG2 whole entry, looked up): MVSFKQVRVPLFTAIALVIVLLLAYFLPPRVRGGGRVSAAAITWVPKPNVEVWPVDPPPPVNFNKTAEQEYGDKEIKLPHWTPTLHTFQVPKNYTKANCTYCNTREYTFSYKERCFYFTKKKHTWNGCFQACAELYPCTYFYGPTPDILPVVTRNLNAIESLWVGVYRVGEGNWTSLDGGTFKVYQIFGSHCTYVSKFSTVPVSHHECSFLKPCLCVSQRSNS
# Furin inh = blocks human furin protease activity | inhibition, % at 30 µM | P09958 | purified furin, fluorogenic substrate cleavage | AID 463115 | 220,000 tested, 0.061% active; in the data active = inhibition above about 25%; note: inactives centre near -15
# Target sequence (P09958 108-714 limits assumed): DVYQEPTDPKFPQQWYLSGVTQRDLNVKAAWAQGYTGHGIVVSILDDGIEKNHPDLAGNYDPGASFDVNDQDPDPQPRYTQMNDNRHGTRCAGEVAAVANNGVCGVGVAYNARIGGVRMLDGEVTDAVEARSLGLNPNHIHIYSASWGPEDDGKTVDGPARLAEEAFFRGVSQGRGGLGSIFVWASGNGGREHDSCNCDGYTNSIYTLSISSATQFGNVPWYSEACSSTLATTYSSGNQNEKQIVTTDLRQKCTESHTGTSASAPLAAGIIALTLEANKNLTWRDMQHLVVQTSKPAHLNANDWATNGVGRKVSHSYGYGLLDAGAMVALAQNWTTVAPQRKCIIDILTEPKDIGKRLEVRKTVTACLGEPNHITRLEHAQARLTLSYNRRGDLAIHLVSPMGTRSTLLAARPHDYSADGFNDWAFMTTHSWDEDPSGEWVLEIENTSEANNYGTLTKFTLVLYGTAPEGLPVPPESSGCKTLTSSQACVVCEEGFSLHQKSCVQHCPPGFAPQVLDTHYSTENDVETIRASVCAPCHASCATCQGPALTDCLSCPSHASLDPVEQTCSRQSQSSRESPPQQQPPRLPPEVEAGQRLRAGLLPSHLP
# Rad51 HR inh = blocks human Rad51 in homologous recombination. AID 1385. inhibition, % at 10 µM. Q06609. hRad51 DNA strand exchange, fluorescence dequenching. 200,000 tested, 0.085% active;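 active = inhibition above 40% at the single screening dose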;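 note: 0% = DMSO control wells and 100% = blanks with heterologous ssDNA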
#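 Test system – preformed human Rad51 ssDNA filaments · Reagent – Donor/quencher-labelled 47-bp dsDNA substrate · Incubation – 37 °C 15-min filament assembly, 30-min compound preincubation, 15-min exchange · Signal – FRET fluorescence dequenching, excitation 485 nm, emission 520 nm · Read-out – percent inhibition from fluorescence, normalised to plate control and blank means · Benchmarks – plate control and blank wells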
# Starred values were filed as active, the others as inactive; nt = not tested or not shown; & = joins results of further samples; ! = repeats disagree; [ ] = remark or other dose.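 Rule for the calls, unless noted: active = inhibition above about 30% (limit read from the data); inactive = the rest.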 The list is partial; rates above refer to the full screens.
SMILES,KCC2 mod,eIF4E 4G PPI,thrombin 1536,14-3-3 Bad PPI,KLK5 inh,p47phox inh,EBV gp42 block,Furin inh,Rad51 HR inh
C=Cn1ccnc1P(=S)(c1ccc(Cl)cc1)c1nccn1C=C,-0.57,-1,-2,-10,-15,5,5,-16,-47
Cc1cc2c(C(C)C)c(O)c(O)c(C=O)c2c(O)c1-c1c(C)cc2c(C(C)C)c(O)c(O)c(C=O)c2c1O,-7.2*!,33*[fluorescence artefact?],5&4,82*[fluorescence artefact?],-168&-166,-6&2,15&9,-3&-12,-4&-4
O=c1[nH]c(=O)n(CCC2=CCCCC2)c(O)c1C=NCc1cccnc1,-0.037,-14,2,-6,-12,-1,0,-1,-5
COc1ccccc1-n1c(O)c(C=Nc2c(C)n(C)n(-c3ccccc3)c2=O)c(=O)[nH]c1=O,-0.042,7,-2,-8,-2,-11,-6,4,3
CCC(C)NC(=O)c1c(N)n(Cc2ccc3c(c2)OCO3)c2nc3ccccc3nc12 (configuration not stated),nt,nt,-2,nt,-90,nt,nt,-16,-1
NC(=O)Cn1cc(C(=O)c2ccccc2F)c2ccccc21,0.036,2,-3,-7,2,-1,-11,-16,-4
CN(C)C(Cc1ccc(Cl)cc1)C(=O)c1ccccc1 (configuration not stated),-0.69,-2,-12,6,1,-9,-9,-17,-1
CCCCC(=O)N/N=C/c1c(O)n(Cc2ccc(F)cc2)c(=O)[nH]c1=O,1.5,-3,-6,-4,-27,-9,-14,-8,-64
CCOC(=O)C1=C(C)OC(N)=C(C#N)C12C(=O)Nc1ccc(C)cc12 (configuration not stated),-0.0014,-2,-6,-6,-3,-10,0,-27,1
Cc1ccc(C(=O)N[C@@H](C)CN2C3=NC[C@@H](Cc4ccccc4)N3C[C@H]2Cc2ccc(O)cc2)cc1Br,-1.8,2,-1,1,2,-24,-13,-28,-4
COc1ccc2c3c([nH]c2c1)C(C)=NCC3,-0.37,2,-4,6,-26,-2,5,-36,-3
CC(C(=O)c1c[nH]c2ccccc12)N1CCN(C(=O)c2ccco2)CC1 (configuration not stated),-0.78,0,1,-19,3,-13,-13,-18,9
CCCCN1CCC(C#N)(Nc2ccccc2)CC1,-0.92,8[fluorescence artefact?],1,-14[fluorescence artefact?],-15,-8,-9,-14,-6
CCC(=NCc1cccnc1)c1c(O)n(-c2ccccc2C)c(=O)[nH]c1=O,0.015,-4,-5,0,2,-1,-6,-23,2
NP(=O)(Oc1ccccc1Cl)Oc1ccccc1Cl,-1.1,-2,-8,-4,-5,-7,-2,-13,0
CC1(C)COC(Nc2cccc(Cl)c2)=N1,nt,0[fluorescence artefact?],-6,15,-14,-2,-19,-28[20 µM],0
c1ccc(CNc2c3c(nc4ccccc24)CCC3)cc1,-1.9,-2,0,4,-2,-8,0,4,-1
COc1ccc(OP(=O)(Nc2ccccc2)Nc2ccccc2)cc1,-0.043,2,1,0,8,-11,0,-17[20 µM],8
Cn1c(O)c(C(c2ccccn2)c2c(O)n(C)c(=S)[nH]c2=O)c(=O)[nH]c1=S,0.22,-3,1,77*,-6,4,-24,-25[20 µM],nt
CN(C)c1ccc(/C=C2/C(=O)NC(=O)N(Cc3ccco3)C2=O)cc1,1.7,5,-3,-1,-6,78*,-46,-12,-24
CC(=O)N1N=C(c2cccnc2)CC1c1ccccc1O (configuration not stated),0.88,2,-7,-12,nt,3,-3,-23,8
Cc1ccc(Cn2nnnc2CN2CCC(n3nnc4ccccc43)CC2)cc1,-0.8,11,-3,66,-6,-2,-4,-24,1
COc1ccc2c(c1)CC1(CN2C)C(=O)NC(=O)N(c2ccc(F)cc2)C1=O (configuration not stated),nt,-4,-1,4,-20,1,-20,1,-7
COc1ccc(OC)c(NC2=NCCCS2)c1,0.55,3,-4,-7,-1,-16,-10,-15,5
CC(Cc1ccccc1)[n+]1cc(/N=C(\[O-])Nc2ccccc2)on1 (configuration not stated),-0.95,4,1,2,-15,-12,0,-13[20 µM],3
O=C(Cn1cnc2ccccc2c1=O)NCCC(=O)N1CCC2(CC1)OCCO2,-0.046,5[fluorescence artefact?],-14,5,1,-14,-10,-19[20 µM],3
C=CCn1c(O)c(C(C)=Nc2cccc(C(F)(F)F)c2)c(=O)[nH]c1=O,-1.3,4,2,2,3,-10,-21,-13,10
CCC(=NCC1CCCO1)c1c(O)n(-c2ccc(OC)cc2)c(=O)[nH]c1=O (configuration not stated),0.54,6,-8,2,-9,-3,-18,-26,13
CC(=NCc1ccc(F)cc1)c1c(O)n(C)c(=O)n(C)c1=O,0.68,3,5,-10,-4,2,-1,-17,-12
CN(C)c1ccc2c(c1)N=C(c1ccco1)OP2(=S)N1CCOCC1 (configuration not stated),0.89,41*,-2,26,-33,-8,-8,-23,5
O=P(O)(O)C#Cc1ccccc1,0.41,8[fluorescence artefact?],0,31[fluorescence artefact?],-11,-4,-7,-12,nt
O=C1NC(=O)N(Cc2ccc(F)cc2)C(=O)/C1=C\c1ccoc1,nt,8,-6,3,-1,-35,-44,-11,-200
CCc1ccc(CN2CCCC(C(=O)c3sccc3C)C2)o1 (configuration not stated),-0.69,2,1,-5,-4,1,-11,-12,-23
CC[N+](CC)(CC)CCCCCCCCCC[N+](CC)(CC)CC,0.43,7,-2,6,-14,0,-16,-13[20 µM],nt
O=[N+]([O-])NC1=NCN(Cc2ccco2)CN1Cc1ccco1,0.18,3[fluorescence artefact?],-7,-4,-25,-7,1,-3,nt
O=C1NC(=O)C(CCc2ccncc2)(c2ccccc2)C(=O)N1,-0.12,-22,-5,12,-8,4,-18,-14[20 µM],5

# Two records picked at random from those above:
SMILES,KCC2 mod,eIF4E 4G PPI,thrombin 1536,14-3-3 Bad PPI,KLK5 inh,p47phox inh,EBV gp42 block,Furin inh,Rad51 HR inh
CN(C)c1ccc2c(c1)N=C(c1ccco1)OP2(=S)N1CCOCC1 (configuration not stated),0.89,41*,-2,26,-33,-8,-8,-23,5
CC(=NCc1ccc(F)cc1)c1c(O)n(C)c(=O)n(C)c1=O,0.68,3,5,-10,-4,2,-1,-17,-12

# (listing goes on)
SMILES,KCC2 mod,eIF4E 4G PPI,thrombin 1536,14-3-3 Bad PPI,KLK5 inh,p47phox inh,EBV gp42 block,Furin inh,Rad51 HR inh
FC(F)(F)c1ccc2c(c1)ncn2C1CCN(Cc2nnnn2C2CCCCC2)CC1,-2.3,2,-5,-7,-1,-9,-22,0,-3
O=C(c1cc(Br)ccc1Cl)N1CCC2(CC1)OCCO2,1.6,2[fluorescence artefact?],-2,6[fluorescence artefact?],4,-4,-19,-15[20 µM],8
O=c1[nH]c(=O)n(CCc2ccccc2)c(O)c1C=NCc1ccc2c(c1)OCO2,0.74,-5[fluorescence artefact?],-1,52[fluorescence artefact?],4,5,-12,-10[20 µM],4
CCCCCCn1c(=O)c(C(=O)Nc2cnccn2)c(O)c2ccccc21,0.049,3,11,8,nt,-3,-3,-4,nt
COc1ccc(C(CC(=O)N2CCC3(CC2)OCCO3)NS(=O)(=O)c2ccc(OC)cc2)cc1 (configuration not stated),-0.18,-5,1,4,9,-3,-2,-5,14
Cc1cc(C)c(C2=NOC(O)(C(F)(F)F)C2)c(=O)[nH]1 (configuration not stated),0.74,0,-2,-4,-15,-6,-13,-19,nt
CCc1ccc(N2C(=O)NC(=O)C(CCc3ccncc3)(CCc3ccncc3)C2=O)cc1,0.11,2,-2,-3[fluorescence artefact?],-7,-1,-1,-27,2
O=C(Cc1ccc([N+](=O)[O-])cc1)N1CCN(Cc2ccc3c(c2)OCO3)CC1,-0.0091,6,-9,0,-3,-2,-11,-15,32
CC(=O)OC1(c2ccccc2)CCN(C)C2CCCCC21 (configuration not stated),1.5,-5,-4,7,1,-12,-14,-18,6
Cc1cccc(N2CCc3c2nc2ccccc2c3N)c1,-0.034&-1.1,94*![fluorescence artefact?],-1&-8,78*![fluorescence artefact?],1&-53,8&-12,-4&6,-103&-69,1&1
Cc1cccc(-n2c(-c3cccs3)nc3ccccc3c2=O)c1,-1.2,1[fluorescence artefact?],-4,71*,2,-13,3,-13,0
CN(C)c1ccc(C=C2C(=O)NC(=S)NC2=O)cc1[N+](=O)[O-],-0.18,7,-8,1,8,-13,-28,-17,11
CCC(=NCC1CCCO1)c1c(O)n(-c2ccccc2)c(=O)[nH]c1=O (configuration not stated),nt,-14,15,2,61*,-7,-16,-3,-6
CCC1C(c2ccccc2)NC(c2ccccc2)CC1(O)c1ccc(F)cc1 (configuration not stated),-2.2,0,-4,2,2,-7,-12,-20,-5
CCN(C(=O)CN1CC=C(c2ccccc2)CC1)c1c(N)n(Cc2ccccc2)c(=O)[nH]c1=O,0.72,3,-3,4,1,-7,-14,-10,-6
CCCCCCn1c(N)c(C(=O)NCCN2CCOCC2)c2nc3ccccc3nc21,nt,1,-3,4,-143,-36,3,-61,-5
CCN(c1ccc(C(O)(C(=O)OC)C(F)(F)F)cc1)S(=O)(=O)c1ccc(C)cc1 (configuration not stated),-0.62,2,1,40,3,-26,-16,-29[20 µM],5
CC1CCCN(CC(=O)c2ccc(Cl)c(Cl)c2)C1 (configuration not stated),0.39,4,0,-21,2,-9,-16,-6,-5
CC(C)n1cc(C(=O)N(CC(=O)NC(C)(C)C)Cc2ccccc2)cn1,0.039,2,-1,-6,-5,-11,-6,-10[20 µM],7
C=CCn1c(O)c(/C=C/C=Nc2ccccc2)c(=O)[nH]c1=O,-2,2,1,-8,2,1,-218,8,-53
CC(=O)OC[C@]12CCC(C)=C[C@H]1O[C@@H]1[C@H](O)[C@@H](OC(C)=O)[C@@]2(C)[C@]12CO2,-0.036,-17,3,3,-1,8,-17,-14,-2
COc1cc(Br)cc(CN2CCN(C)CC2)c1O,0.024,5,4,44,3,-11,-10,-23,-10
C/C(=N\NP(=S)(c1ccccc1)c1ccccc1)c1ccc(O)cc1O,0.041,1,0,-5,1,-24,9,-23,3
C=C1[C@@H](C)[C@H]2[C@H](Cc3ccccc3)NC(=O)[C@]23OC(=O)/C=C/[C@H](O)CCC[C@@H](C)C/C=C/[C@H]3[C@@H]1O,-0.42,7,nt,2,nt,31*,-13,nt,-4
CCC(=NCCN1CCOCC1)c1c(O)n(-c2ccccc2C)c(=O)[nH]c1=O,0.94,7[fluorescence artefact?],7,-12,30,-13,6,0,-5
CCCCN1C(=O)/C(=C/C=C/c2ccco2)C(=O)NC1=S,0.073,17,14,58,-25,-199,-84,-11,-276
CCCC[n+]1cc(/N=C(\[O-])OC)on1,nt,4,4,2,-14,-9,-1,-22,8
C=CCn1c(O)c(C(C)=NCCc2ccccc2)c(=O)[nH]c1=O,nt,3[fluorescence artefact?],6,5[fluorescence artefact?],-15,0,0,-18[20 µM],-9
O=[N+]([O-])c1ccc(N2CCNCC2)cc1N1CCCCCC1,1.5,-2,-5,5,nt,-14,-2,-7,nt
CCCCOc1ccc(CN2CCN(CC)CC2)cc1,-1.2,6,1,86*,-4,-9,-19,-10[20 µM],-8
OCCNc1c2c(nc3ccccc13)CCCC2,0.028,-5,1,14,-1,7,-15,-12,11

# Part of the list above with just thrombin 1536:
mol | thrombin 1536
CCCC[n+]1cc(/N=C(\[O-])OC)on1 | 4
C=CCn1c(O)c(C(C)=NCCc2ccccc2)c(=O)[nH]c1=O | 6
O=[N+]([O-])c1ccc(N2CCNCC2)cc1N1CCCCCC1 | -5
CCCCOc1ccc(CN2CCN(CC)CC2)cc1 | 1
